High-throughput results (PubChem)
Coupling enz: counter-screen for Giardia aldolase inhibitors: coupling enzyme system; coupling enzyme system counterscreen, AmpLite Red fluorescence; activity change, negative = inhibition, % at 58.2 µM, hits read low; 0.67% of 290,000 active; in the data active = activity change below about -30%; note: % is set by controls: 0 for no effect and ±100 for the full control effect
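Final compound at 57.5 uM, incubated 10 min at RT with coupling enzyme reagent (glyceraldehyde-3-phosphate), then 20 min with substrate and AmpLite Red detection. Fluorescence read at 525/598 nm; tests interference with the coupling assay, not aldolase inhibition.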
a7 integrin act: integrin-mediated muscular dystrophy alleviation activation. alpha7betagal myoblasts, beta-gal FDG fluorescence, 48 h. Potency, µM (series often up to 38.3 µM), inactives show at the highest dose activation, most hits filed as activators. 0.064% of 350,000 active. AID 624291;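 note: potency is the fitted concentration of half-maximal effect; 100% = response of the positive control SU9516; nearly all actives have a fitted effect of over 60% in size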
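alpha7betagal+/- myoblasts (passage 13, 250/well) treated 48 h at 37C with compounds at 1:260 dilution of DMSO stock. Lysed, then beta-galactosidase activity read as FDG fluorescence (ex 480/em 540) after 30 min, with pre-read for autofluorescence.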
TRPV1 agonist: human TRPV1 agonism; TRPV1-expressing cells, Fluo-8 calcium influx, agonist mode; activation, % at 8.33 µM; 0.19% of 320,000 active; in the data active = activation above about 80%; inconclusive = between about 30% and that limit; note: 0% is about no effect
Target sequence (Q8NER1 whole entry, looked up): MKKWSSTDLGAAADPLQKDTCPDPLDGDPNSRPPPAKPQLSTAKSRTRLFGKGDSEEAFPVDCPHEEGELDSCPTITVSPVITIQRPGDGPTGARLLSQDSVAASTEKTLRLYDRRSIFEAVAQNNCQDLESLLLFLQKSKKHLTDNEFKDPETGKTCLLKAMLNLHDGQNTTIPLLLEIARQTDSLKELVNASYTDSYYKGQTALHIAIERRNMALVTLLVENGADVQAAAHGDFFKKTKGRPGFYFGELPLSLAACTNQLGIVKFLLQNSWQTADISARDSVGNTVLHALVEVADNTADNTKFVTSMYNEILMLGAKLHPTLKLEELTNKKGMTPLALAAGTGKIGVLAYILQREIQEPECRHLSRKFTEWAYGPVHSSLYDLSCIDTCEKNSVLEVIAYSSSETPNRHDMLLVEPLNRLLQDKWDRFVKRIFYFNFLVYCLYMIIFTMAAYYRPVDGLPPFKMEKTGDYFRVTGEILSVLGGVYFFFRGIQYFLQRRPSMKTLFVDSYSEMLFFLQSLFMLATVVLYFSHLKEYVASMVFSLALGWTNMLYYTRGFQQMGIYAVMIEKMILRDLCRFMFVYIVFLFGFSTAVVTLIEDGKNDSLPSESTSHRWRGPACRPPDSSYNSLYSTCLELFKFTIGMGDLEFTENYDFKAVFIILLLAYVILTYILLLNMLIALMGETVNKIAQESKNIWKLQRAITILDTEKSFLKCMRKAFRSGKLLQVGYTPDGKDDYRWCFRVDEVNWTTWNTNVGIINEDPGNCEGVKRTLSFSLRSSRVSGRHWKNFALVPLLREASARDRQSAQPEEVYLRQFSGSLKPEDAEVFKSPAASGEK
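TRPV1-expressing cells were cultured overnight at 35.5C and loaded with Fluo-8 calcium dye for 40 to 90 min at room temperature. After a 10 s baseline, compound was added and calcium influx was read kinetically for 3 min (ex 480/em 520 nm).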
MBNL1-CUG inh: MBNL1-poly(CUG) RNA binding inhibition | Q9NR56 | TR-FRET MBNL1-His/biotin-(CUG)12 binding, 665/545 ratio | Potency, µM (titrated, usually from 57.5 µM), inactives show at the highest dose activity change, negative = inhibition, actives largely listed as inhibitors | 0.036% of 280,000 active; active = well fitted inhibition curve with a large enough effect in the signal ratio, with a control signal flat, not every such curve was filed as active; inconclusive = small, poorly fitted or top-dose-only effect, or effect the other way, or a change in a side signal; inactive = no such curve, though single readings can be large or run the other way; the % refers to the signal ratio; note: potency is the fitted concentration of half-maximal effect; % is set by controls: 0 for no effect and ±100 for the full control effect
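His-tagged MBNL1 binding to biotinylated (CUG)12 RNA was measured by TR-FRET using terbium anti-His antibody (0.055 ng/ul final) and streptavidin-XL665 (5 nM final). Compounds were titrated 92 nM to 58 uM; 60 min at room temperature.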
GALK inh: inhibitors of human galactokinase | Purified GALK, Kinase-Glo residual ATP luminescence | Potency, µM (top dose mostly 57.5 µM), for inactives: at the top dose activity change, negative = inhibition, usual class: inhibitors | P51570 | 0.007% of 270,000 active; note: potency is the fitted concentration of half-maximal effect; % is set by controls: 0 for no effect and ±100 for the full control effect
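ATP-depletion format; final 35 uM ATP, 100 uM D-galactose, 5 nM enzyme; pH 8.0 HEPES/Mg2+ buffer; 60 min RT; luminescence read 10 min after detection reagent.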
KCNH2 3.1 block: KCNH2 3.1 (human) potassium channel inhibition; U2OS KCNH2 3.1, thallium flux FluxOr; active compounds read low; activity change, % (tested at about 1.8 µM); 0.95% of 340,000 active; AID 720553;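 active = maximum activity change below -70%; inconclusive = maximum activity change from -70% to -50%; inactive = maximum activity change above -50%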;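 note: thallium influx rate constant from kinetic fluorescence after stimulation buffer; % is set by controls: 0 for no effect and ±100 for the full control effect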
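Thallium flux via FluxOr fluorescence (Red40 quencher, 45 min loading) in U2OS cells virally expressing the KCNH2 3.1 isoform (1.77 x 10^8 /mL virus, overnight at 37 C). Rate constants from 2-min kinetic reads post-stimulation, normalised to positive and negative controls.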
hERG WT inh: KCNH2 (human, wildtype) channel inhibition; Q12809; activity change, % at 1.84 µM; 0.37% of 340,000 active; AID 720551; U2OS, BacMam KCNH2, thallium flux FluxOr; active compounds read low;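 active = maximum activity change below -70%; inconclusive = maximum activity change between -70% and -50%; inactive = maximum activity change above -50%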; note: % is set by controls: 0 for no effect and ±100 for the full control effect
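U2OS cells transduced with wild-type KCNH2 virus are loaded with FluxOr dye for 45 min, and thallium flux is measured in kinetic reads before and after stimulation buffer. Rate constants are normalized to DMSO controls.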
AT treatment: potential ataxia-telangiectasia treatments restoring KAP-1 phosphorylation. Potency, µM (highest dose often 57.5 µM), for the others: at the highest dose activation, actives largely listed as activators. […] A-T fibroblasts, KAP-1 phosphorylation AlphaLISA; neocarzinostatin DNA damage 30 min before lysis. 0.19% of 320,000 active. AID 485349; note: potency is the fitted concentration of half-maximal effect; % of control where 0% means no effect; nearly all actives have a fitted effect of over 45% in size
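hTERT-immortalized A-T patient fibroblasts ([…]), 500 cells/well in OPTI-MEM, 1% FBS, got compounds for 60 min, then NCS for 30 min at 37C. Lysates were then assayed for phospho-KAP-1 by AlphaLISA (anti-pKAP1 donor, anti-KAP1 acceptor beads), 6 hr at 25C.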
CXXC DNA block: inhibitors of human MLL CXXC domain-DNA interaction; AID 2662; 0.037% of 290,000 active; MLL-CXXC / FITC-HOXA9 DNA fluorescence polarization; Q03164; Potency, µM (series often up to 115 µM), for inactives: at the top dose activity change, negative = inhibition, most hits filed as inhibitors; active = well fitted inhibition curve with a large enough effect in the polarisation, with a control signal flat, not every such curve was filed as active; inconclusive = small, poorly fitted or top-dose-only effect, or effect the other way, or a change in a side signal; inactive = no such curve, though single readings can be large or run the other way; the % refers to the polarisation; note: potency is the fitted concentration of half-maximal effect
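Fluorescence polarization: 7 uM MLL-CXXC (stock) preincubated 5 min with compounds, then 50 nM fluorescein-HOX-A9 DNA (stock) added; 30 min ambient. Buffer 50 mM Tris-HCl pH 7.5, 50 mM NaCl, 1 mM DTT, 0.05% BSA.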
S-ASM inh: inhibitors of human secretory acid sphingomyelinase. P17405. placental ASM, HMU-PC fluorogenic substrate, 60 min. Potency, µM (highest dose often 57.5 µM), inactives show at the top dose activity change, negative = inhibition, actives largely listed as inhibitors. 0.006% of 340,000 active. AID 504937; note: potency is the fitted concentration of half-maximal effect
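Fluorescence read-out (Ex 386 nm, Em 447 nm) after stopping the reaction at pH 10. Enzyme: ASM from human placenta; substrate HMU-PC0, 9 uM final; 60 min, 37 °C. Compound preincubation 10 min, ambient temperature.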
Numbers without * were called inactive; ? = inconclusive; · = no result given; & = joins results of further samples; [ ] = another dose, or the depositor's remark. Unless noted, calls come from the whole dose curve; as a rule, active = well fitted curve in the direction sought with a large enough effect; inconclusive = small, poorly fitted or top-dose-only effect, or another doubt; inactive = no such curve, though single readings can be large; an effect the other way counts as inactive or inconclusive. Compounds were not picked by outcome; 2% or so of the library scored in one or more.

The first 2 records (preview)
SMILES	Coupling enz	a7 integrin act	TRPV1 agonist	MBNL1-CUG inh	GALK inh	KCNH2 3.1 block	hERG WT inh	AT treatment	CXXC DNA block	S-ASM inh
CC1=NN(C(N)=S)C(=O)C1N=Nc1cc(Cl)ccc1Cl (stereo not drawn)	7	18%	-4	-7%	-2%	-7	-43	-16%	-13%	-2%
O=C(Cn1nc(C(=O)O)c2ccccc2c1=O)Nc1ccccc1C(F)(F)F	0	-2%	2	7%	0%	11	3	8%	57%[activator]	-5%

The list itself, repeating the preview:
SMILES	Coupling enz	a7 integrin act	TRPV1 agonist	MBNL1-CUG inh	GALK inh	KCNH2 3.1 block	hERG WT inh	AT treatment	CXXC DNA block	S-ASM inh
CC1=NN(C(N)=S)C(=O)C1N=Nc1cc(Cl)ccc1Cl (stereo not drawn)	7	18%	-4	-7%	-2%	-7	-43	-16%	-13%	-2%
O=C(Cn1nc(C(=O)O)c2ccccc2c1=O)Nc1ccccc1C(F)(F)F	0	-2%	2	7%	0%	11	3	8%	57%[activator]	-5%
COc1ccc(NC(=O)c2ccc(NC(=O)COC(=O)CC(NC(=O)c3ccccc3Cl)c3ccccc3)cc2)cc1 (stereo not drawn)	4	4%	2	-13%	·	-20	-7	9%	24%	-1%
COc1ccc(/C=N/Nc2ccc(C(F)(F)F)cc2[N+](=O)[O-])cc1O	3	-37%[inhibitor]	-2	6%	1%	3	6	3%	3%	-14%
CC1(c2ccc(OC(F)F)cc2)NC(=O)N(CC(=O)Nc2ccc3[nH]c(=O)[nH]c3c2)C1=O (stereo not drawn)	·	-20%	-7	·	·	1	0	7%	·	-6%
Cc1nc2c(-c3ccc(F)cc3)c(C)nn2c(N2CCOCC2)c1C	4	-39%	1	-9%	3%	-8	3	5%	-6%	-2%
Brc1ccc(-c2nc3ccccc3s2)s1	0	-10%	2	·	7%	3	8	9%	-1%	2%
CCOC(=O)/C(C#N)=C/c1c[nH]c2ccccc12	-6&-5	5%	2&2	?	0%&0%	-4	12	-1%&-6%	2%&8%	0%
CCc1cc(C(=O)NC(C)C2CCCO2)cs1 (stereo not drawn)	·	0%	-5	4%	-7%	3	2	30%	43%	3%
COc1cc(/C=C2/C(=O)NN(c3ccc(Cl)cc3)C2=O)cc(OC)c1O	2	-2%	2	7%	·	4	-3	-2%	95%[activator]	-8%
O=c1c2cnn(-c3ccccc3)c2ncn1Cc1ccccc1	4	19%	?	-8%	-3%	5	7	0%	-8%	-2%
COC(=O)[C@H]1CN(C(=O)c2ccccc2)C(=O)N1	0	6%	-4	-9%	·	-4	0	5%	12%	7%
O=[N+]([O-])c1cc(Br)cc(C=Nc2ccc3c(c2)OCO3)c1O	-1	-31%	·	·	5%	-8	11	-1%	-21%	-2%
Nc1ccc(-c2c3ccc(=O)cc-3oc3cc(O)ccc23)c(C(=O)O)c1	·	-2%	-5	·	·	-13	-13	12%	·	-4%
Nn1c(-c2ccc(O)cc2)nnc1-c1ccc(O)cc1	2	-37%	2	8%	-2%	9	1	3%	-1%	3%
COc1nn(CC(=O)N2N=C(C)CC2(O)C(F)(F)F)cc1[N+](=O)[O-] (stereo not drawn)	2	-2%[7.66 µM]	-2	6%	0%	5	3	-1%	-2%	-3%
CC(C)(C)CC(C)(C)NCC(=O)Nc1c2c(nc3ccccc13)CCC2	-13	-13%	-7	-20%	-2%	-1	16	12%	-1%	8%
COc1cccc2[nH]c(C(=O)NCCc3ccccc3)cc12	0	?	8	0%	0%	-18	-4	-6%	17%	2%
O=C(O)CSc1nc2c(c(C(F)(F)F)n1)CCc1ccccc1-2	18	40%	-3	-6%	-1%	21	-3	-11%	-3%	7%
COc1ccc(NC(=O)COC(=O)c2cc(C)oc2C)c([N+](=O)[O-])c1	·	-27%	5	·	·	-11	-14	4%	·	-1%
C/C=C/C=C/C(=O)Nc1nccs1	-4	-26%	-2	·	1%	9	-7	4%	-5%	4%
Cc1cccc(CN2CCC(CNC(=O)C3CCCN(S(=O)(=O)c4cnc[nH]4)C3)CC2)c1 (stereo not drawn)	3	10%	-1	1%	0%	-8	-5	0%	-8%	-1%
CCOc1cc(Br)cc(/C=C2\SC(=Nc3ccccc3)NC2=O)c1O	3	11%	17	16%	0%	?	-9	-2%	-10%	-18%
C/C=C/C=C\C(=O)Nc1cccc(C2=NOC3(C2)C[C@H](C(N)=O)N(C(=O)CC#N)C3)c1 (stereo partly drawn)	-2	-23%	4	9%	-1%	15	12	3%	-1%	2%
COc1ccc(S(=O)(=O)Cc2ccc(C(=O)NCc3ccccn3)o2)cc1	3	-2%	2	-4%	0%	-2	7	6%	7%	6%
O=C(CCCCCN1C(=O)c2cccc([N+](=O)[O-])c2C1=O)Nc1ccccc1F	9	10%	2	?	0%	-17	3	-2%	0%	4%
COC(=O)c1ccc(NC(=O)CCCN2C(=O)NC(C)(C)C2=O)cc1	·	0%	-3	·	·	10	5	-1%	·	4%
COc1cc(OC)cc(-c2c(C#Cc3ccsc3)c3cc(-c4ccc(OC)c(OC)c4)ccc3n2C)c1	·	-10%	·	·	·	-8	-4	10%	·	88%
COc1ccc(CCN(C)C(=O)CNC(=O)c2ccccc2F)cc1OC	6	5%	3	-4%	-3%	-7	4	-1%	-1%	6%
C(#CCN1CCOCC1)COCCOC(c1ccccc1)c1ccccc1	0	-1%	0	-10%	0%	-13	-26	8%	8%	-2%
CC(=O)c1cccc(NC(=O)c2ccc(NC(=O)CC3SC(N4CCCCC4)=NC3=O)cc2)c1 (stereo not drawn)	0	2%	-1	1%	-5%	8	12	-2%	?	-2%
c1cc(-c2nc3cc(Cc4ccc5oc(-c6ccncc6)nc5c4)ccc3o2)ccn1	3	·	-2	-7%	1%	·	·	-3%	1%	·
Cc1ccc(NC(=S)N2CCN(C3CCCCC3)CC2)cc1	-1	-14%	-1	3%	0%	5	8	-6%	-2%	2%
CC1CCCN(S(=O)(=O)c2ccc3c(c2)c(=O)nc2ccccn23)C1 (stereo not drawn)	5	-8%	-3	0%	9%	1	-2	-2%	5%	417%[activator]
CN(C)C(=O)c1ccc(NC(=O)COC(=O)c2cc3c(s2)CCCCC3)cc1	·	-22%	2	·	·	3	-7	0%	·	-5%
Cc1cc(OCCn2cnc3ccccc3c2=O)ccc1[N+](=O)[O-]	1	-13%	1	·	0%	2	-4	-3%	6%	4%
CN(C1CCCCC1)S(=O)(=O)c1ccc(-n2cnnn2)cc1	0	2%	7	-11%	4%	-3	3	-12%	6%	-2%
CCN(CC)c1ccc(/C=N/N2CC(=O)NC2=S)cc1	·	0%	4	·	·	-2	11	-6%	·	160%[activator]
O=C(Nc1ccccc1)N1CCCC(c2nc(-c3ccc(F)cc3)no2)C1 (stereo not drawn)	·	-36%	?	1%	-6%	-3	6	4%	-1%	-11%
COC(=O)C1=C(CSc2nc3ccccc3o2)NC(=O)NC1c1cc(C)ccc1C (stereo not drawn)	3	31%	-1	-4%	-1%	-31	-10	0%	1%	-13%
CC(C)(C)NC(=O)C(c1ccccc1)N(C(=O)c1csnn1)C1CC1 (stereo not drawn)	0	-14%	3	7%	0%	29	5	2%	5%	-3%
CCOc1ccc2c(c1)C(C)=CC(C)(C)N2S(=O)(=O)c1ccc(C)cc1	-1	-1%	25	-4%	4%	-3	6	5%	-4%	-2%
COC(=O)c1cc(OC)c(OC)cc1NC(=O)c1c(-c2ccccc2Cl)noc1C	-1	-12%	3	1%	-1%	19	-3	20%	0%	-12%
O=C1CC(c2ccc3c(c2)OCO3)c2cc3c(cc2N1)OCCO3 (stereo not drawn)	-1	-13%	7	-4%	-1%	8	1	5%	4%	2%
COc1ccc2c(c1)CC[C@@H]1[C@@H]2CC[C@]2(C)[C@@H](C(C)=O)C[C@@H]12	·	17%	5	·	·	4	1	31%	·	-10%
O=C(CC(=O)Nc1ccc(F)cc1)Nc1ccc(F)cc1	8	-39%	2	4%	0%	9	0	1%	-1%	-1%
CC(C)(C)C(=O)NC1(C(F)(F)F)N=C2SCCN2C1=O (stereo not drawn)	0	26%	1	-12%	0%	18	4	-2%	-1%	2%
COc1ccc([C@@H]2[C@@H]3C(=O)N(C(C)(C)C)C(=O)[C@@H]3[C@]3(CC(C)C)C(=O)N(c4cccc(Br)c4)C(=O)N23)cc1	-4	26%	8	0%	·	3	7	0%	0%	-9%
COc1ccc(-c2oc3cc(OC(C)=O)cc(OC(C)=O)c3c(=O)c2OC)cc1	·	-2%	·	·	·	-12	-3	·	·	-2%
COc1ccc(C(=O)NC(=S)NCc2ccccc2)cc1OC	1	-22%	-1	-2%	2%	5	20	-2%	-5%	-5%
